# SIAE inh – human SIAE inhibitors, primary screen, biochemical, fluorescence polarization, FP-Rh probe, 1536-well HTS | hit rate 0.69% among 370,000 | inhibition, % at 9.66 µM | Sialate O-acetylesterase (Homo sapiens), Q9HAT2 | SIAE FP-Rh probe binding;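 active means inhibition above a cutoff: mean of compounds within the control limits plus 3 SD of those, cut at about 17% in these data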;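 further: 0% = plate median of compound wells and 100% = probe without SIAE protein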
# Target sequence (Q9HAT2 whole entry, looked up): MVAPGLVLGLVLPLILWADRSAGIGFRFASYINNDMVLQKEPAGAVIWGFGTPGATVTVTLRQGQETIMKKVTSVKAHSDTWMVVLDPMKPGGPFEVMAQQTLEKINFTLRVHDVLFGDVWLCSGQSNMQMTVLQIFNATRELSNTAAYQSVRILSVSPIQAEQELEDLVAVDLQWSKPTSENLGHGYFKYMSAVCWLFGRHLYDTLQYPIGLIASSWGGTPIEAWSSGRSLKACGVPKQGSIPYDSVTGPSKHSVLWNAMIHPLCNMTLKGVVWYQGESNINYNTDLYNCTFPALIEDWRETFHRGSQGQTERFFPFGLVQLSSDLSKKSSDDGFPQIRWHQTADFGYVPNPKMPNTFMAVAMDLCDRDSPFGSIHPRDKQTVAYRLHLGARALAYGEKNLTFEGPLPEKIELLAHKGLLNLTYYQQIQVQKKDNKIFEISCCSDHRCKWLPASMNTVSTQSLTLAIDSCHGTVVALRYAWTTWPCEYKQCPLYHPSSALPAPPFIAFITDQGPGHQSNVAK
# rCAG RNA binder – binders of r(CAG) RNA repeats, primary screen, biochemical, fluorescence. r(CAG) RNA repeat, TO-PRO-1 dye displacement fluorescence. inhibition, % at 3 µM. hit rate 1.3% among 370,000. AID 651821, 2012;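 active means inhibition above the plate cutoff, the mean of all test compounds on that plate plus 3 SD, cut at about 35% in these data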;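 further: 0% = DMSO alone and 100% = 100 µM mitoxantrone as full dye displacement; higher means more dye released from RNA so lower well fluorescence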
# ABHD4 inh – ABHD4 inhibitors, primary screen, biochemical, fluorescence polarization, mouse; (Lyso)-N-acylphosphatidylethanolamine lipase (Mus musculus), Q8VD66; purified mABHD4, FP-Rh probe fluorescence polarization; inhibition, % at 8.92 µM; hit rate 0.54% among 370,000; AID 720543, 2013;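 active means inhibition exceeding the mean over every tested compound plus 3 SD, cut at about 30% in these data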;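 further: 0% = plate median of compound wells and 100% = S159A mutant with DMSO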
#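 Test system: mABHD4 protein; Read-out basis: % inhibition; Incubation: 45 min + 60 min at 25 °C; Repeats: single replicate; Technique: fluorescence polarization with parallel and perpendicular emission, 525/598 nm; Compound: 8.92 µM, single dose; Benchmarks: full inhibition S159A mutant plus DMSO, zero as sample-well median.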
# LEDGF integ inh – blockers of LEDGF/p75-dependent integrase strand transfer – biochemical, TR-FRET, high throughput, primary screen; AID 743269, 2014; inhibition, % at 3.7 µM; TR-FRET IN-LEDGF/p75 DNA integration, Eu/Cy5; HIV-1 integrase (with human LEDGF/p75); hit rate 0.64% among 370,000;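 active means inhibition above the screen-wide mean plus 3 SD, cut at about 13% in these data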;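 further: signal is the Cy5 over europium emission ratio at 671 and 618 nm; 0% = plate median of compound wells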
# HTRA1 inhibitor – HTRA1 serine protease inhibitors, primary screen, biochemical, fluorescence polarization, HTS; Q92743; recombinant HTRA1, FP-rhodamine activity-based probe; inhibition, % at 5.96 µM; hit rate 0.5% among 340,000; AID 504803, 2011; in the data active means inhibition above about 36%;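 further: 0% = enzyme with DMSO and 100% = wells lacking enzyme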
# Target sequence (Q92743 whole entry, looked up): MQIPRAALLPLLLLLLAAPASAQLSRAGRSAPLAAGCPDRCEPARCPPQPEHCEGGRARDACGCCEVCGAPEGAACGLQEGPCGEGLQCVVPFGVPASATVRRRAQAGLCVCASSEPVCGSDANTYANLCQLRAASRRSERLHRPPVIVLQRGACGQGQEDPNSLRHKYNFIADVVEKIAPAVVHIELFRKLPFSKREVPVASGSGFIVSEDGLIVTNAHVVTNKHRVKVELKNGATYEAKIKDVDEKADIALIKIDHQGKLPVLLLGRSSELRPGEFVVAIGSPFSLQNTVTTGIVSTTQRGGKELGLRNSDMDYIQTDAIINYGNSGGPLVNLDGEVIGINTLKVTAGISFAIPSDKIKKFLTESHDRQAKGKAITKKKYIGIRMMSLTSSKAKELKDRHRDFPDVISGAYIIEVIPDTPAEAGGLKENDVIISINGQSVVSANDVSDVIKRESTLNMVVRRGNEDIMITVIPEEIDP
# TCR-CD3 inh – inhibitors of human TCR-CD3 interaction, primary screen, biochemical, fluorescence, TAMRA-labeled TCR probe; T-cell receptor (TCR); inhibition, % at 9.4 µM; hit rate 0.37% among 360,000; in the data active means inhibition above about 19%;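 further: recombinant mutant TCR 2C K166C tagged with TAMRA read by polarization; 0% = receptor in buffer alone and 100% = receptor with positive control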
# TDP2 absorb – human TDP2 enzyme inhibitors, primary screen, biochemical, epi absorbance, recombinant enzyme. T5PNP hydrolysis, p-nitrophenol absorbance 415 nm. hit rate 0.34% among 370,000. inhibition, % at 12.8 µM;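 active means inhibition above the mean of all tested compounds plus 3 SD, set per campaign, cut at about 25% in these data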;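 further: 0% = DMSO with enzyme and 100% = buffer with substrate but no TDP2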
#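 System – recombinant human TDP2 · Quantity – TDP2 enzyme at 120 nM final · Doses – single concentration, 12.8 µM nominal, with 1% DMSO · Incubation – 2 h at 37 °C · Measured by – epi absorbance of p-nitrophenol freed from T5PNP by hydrolysis · Read-out – % inhibition relative to enzyme-containing and enzyme-free wells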
# GC-B act – human GC-B receptor activators, primary screen, HEK293 GC-B cells, cGMP TR-FRET, EC30 CNP; Atrial natriuretic peptide receptor 2 (Homo sapiens), P20594; 0% at EC30 CNP, 100% saturating CNP; activation, % at 10 µM; hit rate 0.11% among 370,000; AID 1920062, 2024;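 active means activation at 10 µM reaching about 35% in either raw or pattern-adjusted values, limit read from the data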
# MBD2 DNA inh – inhibitors of MBD2 binding to methylated DNA, primary screen, biochemical, TR-FRET, DNA-binding domain, human | hit rate 0.31% among 370,000 | inhibition, % at 4.4 µM | Methyl-CpG-binding domain protein 2 (Homo sapiens), Q9UBB5 | MBD2 binding to methylated oligonucleotide; in the data active means inhibition above about 13%
# PRMT1 inh – PRMT1 methyltransferase inhibitors, primary screen, biochemical, fluorescence polarization; recombinant PRMT1, activity-based probe fluorescence polarization; inhibition, % at 2.79 µM; hit rate 1.3% among 370,000; AID 652257, 2013;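 active means inhibition above about 21% made by adding two undisclosed values, limit read from the data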
# * = called active by the depositor; x = not tested or not shown. Only part of the results is shown, so the mix of outcomes need not match the whole.
canonical_smiles	SIAE inh	rCAG RNA binder	ABHD4 inh	LEDGF integ inh	HTRA1 inhibitor	TCR-CD3 inh	TDP2 absorb	GC-B act	MBD2 DNA inh	PRMT1 inh
Nc1ncnc2c1ncn2[C@@H]1O[C@H](C(=O)N2CCN(c3ccc(Cl)cn3)CC2)[C@@H](O)[C@H]1O	5	4	4	1	x	4	-1	-4	1	-1
Cc1ccc(NC(=O)CSc2ccc3nnc(CCNC(=O)c4ccccc4)n3n2)c(C)c1	3	0	-3	43*	-2	-6	-6	1	-6	0
O=C(CN1C(=O)c2ccccc2S1(=O)=O)NCCc1ccccc1	-5	-1	4	-5	3	-6	3	2	3	3
CN1CCN(CC(O)COC(c2ccccc2)c2ccccc2)CC1 (stereo not given)	1	2	-4	2	x	-8	-16	-3	4	-3
O=C(CSc1nc2ccccc2c(=O)[nH]1)Nc1ccc(C(=O)O)cc1	-7	2	-8	1	-1	3	7	3	0	-3
COc1cc(NC(=O)c2ccno2)cc(C(=O)Nc2cccc(C(F)(F)F)c2)c1	-92	6	-93	-1	-94	3	-7	5	0	0
COc1ccc(CN2CCNC(=O)C2CC(=O)NCCCn2cccn2)cc1C (stereo not given)	2	-5	0	1	0	7	10	-4	-5	9
CC(C)(C)C(=O)Nc1ccc(N2CCN(C(=O)c3cccs3)CC2)cc1	3	1	3	4	5	-6	5	-4	3	-6
COc1cccc(C(O)c2nc(-c3ccc(C)c(C)c3)cs2)c1 (stereo not given)	-3	1	-23	0	x	1	4	2	4	-2
COc1ccc(S(=O)(=O)Nc2c(C)nc3nc(C)[nH]n3c2=O)cc1	-6	0	4	5	5	-5	-26	1	-2	-1
O=C(OCC(=O)N1CCN(c2ccccc2)CC1)c1ccco1	4	-5	6	-4	-2	-2	4	5	3	1
CN(N=Nc1cccc([N+](=O)[O-])c1)c1cccc([N+](=O)[O-])c1	1	6	-2	1	-8	-2	0	0	-3	-2
CC(=O)C1=C(Nc2ccccc2)CC(C)(O)C(C(C)=O)C1c1ccccc1 (stereo not given)	-3	-6	0	-1	6	-2	4	2	0	0
S=C(NCc1ccccc1)N1CCc2ccccc2C1	-5	-5	-9	5	-14	1	-1	0	-5	-6
CCc1cc2ccc(C)c(C)c2nc1SCC(=O)Nc1cc(C)on1	-1	3	6	1	-5	-9	-2	3	2	7
O=C(CCc1nc2ccccc2s1)NCc1ccccc1F	3	0	-2	-3	-14	-4	8	-1	1	14
CN(Cc1nc(-c2cccs2)no1)CC1COCCO1 (stereo not given)	5	1	2	0	5	0	-4	4	5	2
O=C(NCc1ccccc1)C(c1ccccc1)N(Cc1cccs1)C(=O)c1cnccn1 (stereo not given)	12	-6	1	-3	-9	-2	0	-2	-4	-1
COC(=O)C1(C)CCCC2(C)C3CCC(C(C)C)C(CO)C3C(CO)CC12 (stereo not given)	-3	0	-14	0	-35	1	1	7	3	-1
Cc1ccc(NS(=O)(=O)c2cc3c4c(cccc4c2)C(=O)NC3=O)cc1	-5	8	8	3	8	4	2	-2	-6	1
Cc1cc(SCC(=O)N/N=C/c2ccc(O)cc2O)nc2ccccc12	23*	15	-2	-6	0	2	-13	-3	3	5
CSc1ccccc1NC(=O)c1ccccc1C	-3	1	-2	-5	0	-1	3	2	1	1
Cc1ccc2c(c1)N(CC(=O)N1CCOCC1)C(=O)CO2	1	0	-1	2	7	3	-9	-5	-3	-2
Cc1ccc(S(=O)(=O)N2CCOCC2)cc1NC(=O)COC(=O)COc1ccccc1[N+](=O)[O-]	1	3	-5	0	-1	-1	0	-6	-4	4
Cc1cccc(OCCC(=O)N(C)CC(=O)Nc2cccc3ccccc23)c1	-2	-5	-9	0	-3	3	1	-4	-1	-2

# Two records drawn at random from those above, as already listed:
canonical_smiles	SIAE inh	rCAG RNA binder	ABHD4 inh	LEDGF integ inh	HTRA1 inhibitor	TCR-CD3 inh	TDP2 absorb	GC-B act	MBD2 DNA inh	PRMT1 inh
COc1ccc(S(=O)(=O)Nc2c(C)nc3nc(C)[nH]n3c2=O)cc1	-6	0	4	5	5	-5	-26	1	-2	-1
COc1cc(NC(=O)c2ccno2)cc(C(=O)Nc2cccc(C(F)(F)F)c2)c1	-92	6	-93	-1	-94	3	-7	5	0	0

# Later entries:
canonical_smiles	SIAE inh	rCAG RNA binder	ABHD4 inh	LEDGF integ inh	HTRA1 inhibitor	TCR-CD3 inh	TDP2 absorb	GC-B act	MBD2 DNA inh	PRMT1 inh
COc1ccc(NC(=O)CN(C)C(=O)c2c(-c3c(F)cccc3Cl)noc2C)cc1	2	-3	2	1	-2	-1	17	0	-2	-2
CCN(Cc1ccccc1)C(=O)c1ccc2c(=O)n3c(nc2c1)CCC3	-5	-3	-3	-1	-11	9	5	5	-2	2
COc1ccc(C(=O)NNC(=S)NC(=O)c2ccc(F)cc2)cc1Br	0	4	4	1	x	20*	-6	4	6	-10
Cc1ccc(S(=O)(=O)N(C)C)cc1NC(=O)COC(=O)/C=C/c1cnc2ccccc2n1	-3	5	-4	6	-6	-2	-6	1	1	-7
CC1(C(=O)NS(=O)(=O)c2ccc(F)cc2F)CCN1C(=O)CC1CCCC1 (stereo not given)	3	5	-3	-3	x	-3	-8	-2	0	2
CC12CN3CC(C)(CN(C1)C3c1cc3ccccc3[nH]1)C2=O (stereo not given)	0	-1	-3	1	1	-7	2	-11	0	2
Cc1ccc(C(=O)N2c3ccccc3N=C(c3ccccc3)C2C(=O)NC(C)C)cc1 (stereo not given)	4	6	0	-1	x	-1	2	-2	-2	-1
COC(=O)C1=C(CSc2nc3ccccc3o2)NC(=O)NC1c1cc(C)ccc1C (stereo not given)	-6	-6	-2	-1	-37	8	-1	-7	-4	-2
COc1ccc(NC(=S)N(CCC(C)C)C2CCN(C(C)C)CC2)cc1Cl	7	1	4	0	-5	5	-11	0	-2	54*
CCOC(=O)C1(Cc2ccc(OC)cc2)CCN(C(=O)c2cc3ccccc3[nH]2)CC1	-5	0	-11	-1	-39	8	-2	2	-2	-1
Cc1cc(C)cc(NC(=O)CCCN2C(=O)C(c3ccccc3)Oc3cccnc32)c1 (stereo not given)	-4	-2	-1	1	-39	5	0	-9	-3	-1
Cc1ccc(-n2c(Cn3cnc4ccccc43)nnc2SCC(=O)O)cc1	-3	2	6	-6	11	-6	0	2	2	5
O=C(NNc1nc2ccccc2s1)c1ccc(F)cc1	0	-1	6	-3	7	0	-7	-1	-2	2
S=c1[nH]nc(-c2ccccn2)n1/N=C/c1ccccc1	2	-3	-1	-6	5	-2	-10	-3	-1	4
CCC/C=N/NC(=O)c1ccccc1O	5	2	8	-5	-1	-6	7	0	1	2
Cc1ccc(NC(=O)CSc2ccc3nnc(-c4cccnc4)n3n2)cc1	4	3	2	4	2	0	12	-4	-1	-4
CCN(CC)CCOC(=O)c1cccc2c1-c1ccccc1C2O (stereo not given)	-5	-2	2	0	1	3	10	3	-1	-2
CCOC(=O)C1=C[C@@H](c2ccccc2)N(S(=O)(=O)c2ccc(C)cc2)[C@H]1c1cccc(Cl)c1	-1	5	-6	1	x	-3	2	-10	-4	5
Cc1ccc(S(=O)(=O)N2CCOCC2)cc1C(=O)N1CCCCCC1	3	-3	-18	0	4	0	-14	-2	-5	-8
Cc1ccccc1NC(=O)c1snc2c(=O)[nH]cnc12	5	3	0	-2	x	4	5	-5	2	-2
CC1CCCN(CCS(=O)(=O)c2ccccc2)C1 (stereo not given)	5	-3	1	-6	2	-7	-15	-1	-1	2
O=S(=O)(NCCc1csc(-c2cccnc2)n1)c1cccs1	-4	3	-5	-4	-5	5	7	-1	3	-1
Cc1ccc2nc(-c3cccc(Br)c3)c(CC3CCCCC3)n2c1	4	5	3	-1	x	0	7	-8	6	3
O=C(O)c1ccc(NC(=O)c2ccccc2NC(=O)c2cccc(Br)c2)cc1	-14	8	-8	0	4	0	4	-4	0	0
COCCNC(=O)CCCn1c(=O)c2cc(OC)c(OC)cc2n(CC(=O)c2ccc(Cl)cc2)c1=O	-4	-3	-2	1	x	3	6	-12	2	-3
COc1ccc(C(=O)CCC(=O)NCCc2c[nH]c3ccccc23)cc1	2	3	6	-6	-4	-6	5	-1	1	2
CCn1cc(C(=O)O)c(=O)c2cnc(N3CCN(C(=S)NC(=O)c4ccccc4)CC3)nc21	-3	0	8	-7	12	-5	1	-2	-4	3
CN(C(=O)COC(=O)/C=C/c1cccs1)C1CCCCC1	0	-2	5	-2	-5	4	-1	1	-2	5
Cc1nc2ccc(Br)cc2c2c1CC(CBr)O2 (stereo not given)	-5	-2	-9	-5	-14	3	8	-6	-4	-2
CCCOc1ccc(C2/C(=C(\O)c3c(C)[nH]c(C(=O)OC)c3C)C(=O)C(=O)N2CCN(C)C)cc1 (stereo not given)	3	10	5	2	-6	-4	-10	-7	-5	5
COc1cc(S(=O)(=O)Nc2ccccc2C)ccc1Cl	-10	-5	-2	-4	-8	-4	0	1	3	1
Cc1nc(C)c(C(=O)O)s1	-11	2	1	0	3	2	-3	-3	0	4
COc1ccccc1NC(=O)Cc1nnc(SCC(=O)NC2CCCCC2)n1C	2	-2	-4	-1	1	-3	-21	6	3	0
O=C(NC(=S)Nc1ccccc1C(=O)O)c1ccc2ccccc2c1	-6	12	-7	-2	-8	2	0	9	5	2
CCOC(=O)c1c(NC(=S)NC)sc2c1CC(C)(C)SC2	-1	24	1	3	1	3	-1	1	4	24*
Cn1c(SCC(=O)O)nc2sc3c(c2c1=O)CCC3	5	-1	-2	4	5	-8	-7	-6	6	0
Cc1cccc2c1N(CC(=O)OC(C)C)C(=O)C2=O	3	1	-3	1	0	-6	2	2	-4	-2
CCOC(=O)C1=C(C)N=C2c3ccccc3C(=O)C2C1c1ccc(Br)cc1 (stereo not given)	18*	6	47*	0	x	3	-8	-14	-2	5
COc1ccc(C(=O)NC2CCc3ccccc32)cc1OC1CCN(C(C)C)CC1 (stereo not given)	2	-4	2	-1	3	3	-8	-2	-6	0
CCc1nc(C)cn1S(=O)(=O)c1ccc(Cl)c(Cl)c1Cl	2	-3	0	4	3	-11	0	-6	-3	0
CCCCNC(=S)N(CCN(C)C)Cc1cc2cc3c(cc2[nH]c1=O)OCCO3	-12	-1	-6	2	-1	-4	-26	0	1	21
COc1cc(C(=O)Nc2ccc(C)cc2)c(-n2cnnn2)cc1OC	-3	-1	4	-2	2	7	-9	-4	-3	-2

# High-throughput results (PubChem BioAssay)
